Screening results: PubChem, several laboratories
GRK2 inh – compounds blocking aptamer binding on GRK2 – biochemical, human GRK2, bead flow cytometry, HTS, primary screen | Beta-adrenergic receptor kinase 1 (Homo sapiens), P25098 | FAM-aptamer displacement from GRK2 | inhibition of aptamer binding, % at 10 µM | hit rate 0.59% among 330,000 | AID 488847, 2010;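 active = inhibition of aptamer binding above 40%, roughly 3 SD of noise, on plates passing a quality check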;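 also: median bead fluorescence of bound FAM aptamer so fluorescent compounds give negative values; no value below 0 was filed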
proCasp7 act – procaspase-7 activators, primary screen, counter-screen for procaspase-3 activator project, biochemical, absorbance, HTS, human. activation, % at 8.5 µM. recombinant procaspase-7, Ac-DEVD-pNA absorbance 405 nm; D23A/D198A/D206A triple mutant, cannot self-cleave; scale: DMSO 0, 5 µM enzyme 100. hit rate 0.093% among 330,000;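 active = percent activation above the screen-wide mean plus 3 SD, cut at about 25% in these data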
Target sequence (P55210 whole entry D23A/D198A/D206A): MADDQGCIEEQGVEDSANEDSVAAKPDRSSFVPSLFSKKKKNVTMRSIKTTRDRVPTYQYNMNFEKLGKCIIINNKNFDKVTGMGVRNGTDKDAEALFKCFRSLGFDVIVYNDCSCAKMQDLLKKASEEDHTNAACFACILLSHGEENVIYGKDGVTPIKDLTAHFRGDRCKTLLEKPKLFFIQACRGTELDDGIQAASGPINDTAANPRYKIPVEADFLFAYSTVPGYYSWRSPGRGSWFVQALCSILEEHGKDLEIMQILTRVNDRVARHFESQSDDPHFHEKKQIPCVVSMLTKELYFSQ
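Detection: p-Nitroaniline absorbance at 405 nm, read at 0 and 120 min; system: Uncleavable procaspase-7 mutant enzyme; evaluation: % activation from two-timepoint absorbance difference, scaled to controls; times: 1 h enzyme–compound preincubation and 2 h substrate reaction, both 25 °C; buffer or medium: Zinc-free HEPES pH 7.4 with 300 mM NaCl, 0.01% Triton X-100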
PP1 counter – PP1-alpha phosphatase inhibitors, primary screen, counter-screen for PP5 inhibitor project, biochemical, fluorescence, OMFP substrate, single point; Serine/threonine-protein phosphatase PP1-alpha catalytic subunit (Homo sapiens), P62136; inhibition, % at 6.7 µM; hit rate 0.9% among 320,000; purified PP1alpha; AID 2235, 2010;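 active = inhibition above the mean inhibition of all tested compounds plus 3 SD, computed separately for each screening campaign, cut at about 15% in these data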
Target sequence (P62136 whole entry, looked up): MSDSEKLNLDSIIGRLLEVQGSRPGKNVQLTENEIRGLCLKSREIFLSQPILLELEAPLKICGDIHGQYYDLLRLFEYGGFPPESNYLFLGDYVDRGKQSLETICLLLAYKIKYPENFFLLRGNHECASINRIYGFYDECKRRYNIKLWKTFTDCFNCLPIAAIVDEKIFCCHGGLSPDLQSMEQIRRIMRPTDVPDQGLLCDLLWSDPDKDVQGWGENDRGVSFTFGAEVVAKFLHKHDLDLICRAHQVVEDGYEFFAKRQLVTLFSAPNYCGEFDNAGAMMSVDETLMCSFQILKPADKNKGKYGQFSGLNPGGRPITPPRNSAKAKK
PP5 primary – PP5 phosphatase inhibitors, primary screen, biochemical, fluorescence; Serine/threonine-protein phosphatase 5 (Homo sapiens), P53041; AID 1987, 2009; inhibition, % at 6.7 µM; hit rate 0.18% among 320,000; purified PP5c, OMFP substrate fluorescence;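 active = inhibition above the campaign's mean inhibition across all tested compounds plus 3 SD, cut at about 9.5% in these data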;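 also: 0% = DMSO only and 100% = 100 µM cantharidin control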
VLA-4 inh – inhibition in human VLA-4 binding assay, primary screen, VLA-4 allosteric modulator project, MLPCN library, flow cytometry, VLA-4 expressing cells; ligand binding flow cytometry; inhibition, % (about 7 µM as worked out from the volumes in the protocol); hit rate 0.2% among 330,000; in the data active = inhibition above about 50%
CTSL1 counter – Fasciola hepatica cathepsin L1 inhibitors, primary screen, counter-screen for PFM18AAP inhibitor project, biochemical, QFRET, fluorogenic peptide substrate; recombinant F. hepatica cathepsin L1, Z-Leu-Arg-MCA fluorescence; inhibition, % at 5.96 µM; hit rate 0.49% among 300,000;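 active = inhibition above the mean of all tested compounds plus 3 SD, set per screening campaign, cut at about 17% in these data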;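 also: 0% = plate median of test compound wells and 100% = 1 µM Z-Phe-Ala-diazomethylketone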
core dimer inh – inhibitors of HCV core protein dimerization, primary screen, biochemical, TR-FRET, high-throughput; TR-FRET GST/Flag-core106 dimerization, 1536-well; inhibition, % at 5 µM; hit rate 0.33% among 300,000;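 active = inhibition above the mean of all tested compounds plus 3 SD, set per screening campaign, cut at about 45% in these data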
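System: GST-tagged and Flag-tagged HCV core protein residues 1-106 / Input: core106 proteins, GST 13.5 nM and Flag 17 nM / Buffer or medium: KF-containing HEPES buffer, pH 7.45, DTT, CHAPS, BSA / Probe or stimulus: Eu-anti-GST and XL665-anti-Flag labelled anti-tag antibodies / Schedule: 4 h, 22.5 °C incubation / Technique: TR-FRET 671 and 617 nm emission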
procasp3 activ – activators of human procaspase-3 D3A mutant, primary screen, biochemical, absorbance, PC-3 D3A mutant, single concentration. Caspase-3 (Homo sapiens), P42574. recombinant procaspase-3 D3A, Ac-DEVD-pNA absorbance 405 nm. activation, % at 8.5 µM. hit rate 0.11% among 330,000. AID 463141, 2010;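 active = activation above the mean of all tested compounds plus 3 SD, cut at about 21% in these data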;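 also: 0% = DMSO alone and 100% = DMSO wells spiked with extra 5 µM PC-3 D3A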
Target sequence (P42574 whole entry D9A/D28A/D175A): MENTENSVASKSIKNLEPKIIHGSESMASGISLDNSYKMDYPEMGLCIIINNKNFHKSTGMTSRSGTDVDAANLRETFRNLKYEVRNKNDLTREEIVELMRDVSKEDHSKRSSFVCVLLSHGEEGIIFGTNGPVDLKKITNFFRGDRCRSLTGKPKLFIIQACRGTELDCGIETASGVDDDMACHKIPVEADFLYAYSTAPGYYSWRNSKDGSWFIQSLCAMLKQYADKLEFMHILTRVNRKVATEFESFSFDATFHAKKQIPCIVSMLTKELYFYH
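Assay system – Procaspase-3 D3A mutant, all three cleavage aspartates alanine · Controls – DMSO-only low control, 5 µM PC-3 D3A high control · Schedule – 1 h compound preincubation, 2 h substrate hydrolysis at 25 °C · Signal – 405 nm absorbance of p-nitroaniline, reads at 0 and 120 min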
GASC-1 inh – inhibitors of GASC-1 histone demethylase, primary screen, biochemical, fluorescence, DELFIA europium. Lysine-specific demethylase 4C (Homo sapiens), Q9H3R0. GST-JMJD2C(1-420) H3K9me3 demethylation. inhibition, % at 2.35 µM. hit rate 0.069% among 330,000. AID 2099, 2009;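 active = more than half of a compound's replicate wells show inhibition beyond 50%, single wells judged on their own value; inconclusive = some, but no more than half, of replicates pass 50% inhibition; inactive = no replicate passes 50% inhibition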;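 also: signal counts dimethyl H3K9 product captured on neutravidin plate; 0% = median of DMSO wells and 100% = 0.3 times that DMSO median; strong numbers were not always called active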
* hit, by the source's call; ? = inconclusive; nt = no result given. An unsorted share of the library (roughly 2.6% active in at least one column).

SMILES	GRK2 inh	proCasp7 act	PP1 counter	PP5 primary	VLA-4 inh	CTSL1 counter	core dimer inh	procasp3 activ	GASC-1 inh
COc1ccc(CC(=O)N2CCN=C2SCc2cccc([N+](=O)[O-])c2)cc1	2	1	7	1.2	-1	3	1	0	9
CC(C)(C)C(=O)Nc1ccc(C(=O)Nc2cc(NC(=O)c3ccc(NC(=O)C(C)(C)C)cc3)cc(C(=O)O)c2)cc1	0	-3	3	0.6	-1	5	-2	5	-8
CCOc1ccc(C(=O)N2CCc3cc(OC)c(OC)cc3C2)cc1OCC	8	1	6	0.1	28	-1	-4	11	-7
COc1cccc(NC(=O)c2ccc(S(=O)(=O)N3CCCCC3)cc2)c1	1	4	0	1.6	11	2	-2	1	-8
Cc1ccc(NC(=O)C2CCN(S(=O)(=O)c3ccc4c(c3)oc(=O)n4C)CC2)cc1	2	-1	-3	2.3	16	3	-18	11	-6
CC(C)CCN(C(=O)CNC(=O)c1ccco1)C(C(=O)NC1CCCCC1)c1cccnc1 (configuration not stated)	0	6	-4	1.8	-5	-3	3	8	-2
Oc1ccccc1/C=N/n1c(-c2cccs2)n[nH]c1=S	16	-27	3	-0.9	0	2	-5	4	-18
CCCCNC(=O)NNC(=O)COc1cc(C)cc(C)c1	0	-1	-3	0.7	-4	-4	-12	19	4
Cc1ccc(S(=O)(=O)Nc2nc(C)c(C)s2)cc1	3	-6	5	0.9	0	10	-15	0	-18
Cc1ccc(S(=O)(=O)N2CCN(Cc3nc4sc(C)c(C)c4c(=O)[nH]3)CC2)cc1	2	8	-4	0.1	-5	0	4	3	-3
Cc1noc(C)c1COc1ccccc1C(=O)NCCc1ccc(S(N)(=O)=O)cc1	2	9	3	-1.3	0	-3	-7	0	4
O=C(Nc1nc(-c2cccnc2)cs1)c1ccc([N+](=O)[O-])cc1	0	-2	0	-1.2	-1	-1	9	-2	16
O=C1C2C3C=CC(c4ccccc4)(C2C(=O)N1c1cccc(Cl)c1)C1C(=O)N(c2cccc(Cl)c2)C(=O)C31 (configuration not stated)	2	3	3	2.7	57*	3	23	3	-9
CCC1(C(=O)OC)NC(c2ccco2)C2C(=O)N(c3ccccc3)C(=O)C21 (configuration not stated)	0	-2	0	2.3	-3	-1	3	-6	-5
COc1ccc(NC(=O)CCN2CCN(S(=O)(=O)c3cc(Cl)ccc3OC)CC2)cc1	1	4	-2	0.8	4	2	-4	2	-8
CCCCOc1ccc(C(=O)N/C(=C/C=C/c2ccccc2)C(=O)NCCO)cc1	1	13	-1	0.8	9	7	6	-9	6
Cc1ccc(-n2nc(CC#N)c(C#N)c2N)cc1Cl	4	4	-12	-4.8	-9	8	-13	-13	6
CC(C)(C)[C@@H]1C=C(C(=O)Nc2ccccc2)O[C@H](OCc2ccc(CO)cc2)C1	0	5	2	2.3	-10	-1	-7	1	-5
CCN(CC)S(=O)(=O)c1ccc2oc(Nc3ccc(OC)cc3OC)nc2c1	1	8	-2	3.3	12	-3	1	-11	-3
CCN(CC)c1ccc(NC(=O)COc2ccc(C#N)cc2)cc1S(=O)(=O)Nc1ccc(OC)cc1	2	-13	6	-1.9	2	-9	15	-3	-6
CSc1ncccc1C(=O)Nc1cc(Cl)ccc1N1CCOCC1	4	8	nt	nt	16	nt	nt	6	9
COc1ccccc1NC(=O)CCn1c(=O)sc2ccccc21	4	-4	-1	1.6	-13	2	2	6	1
O=C1COc2ccc3ccccc3c2CN1	0	9	-1	2.8	3	3	-2	-4	-1
CCOc1ccc(NC(=O)CCN2CCN(S(=O)(=O)c3cc(Cl)ccc3OC)CC2)cc1	0	11	-3	1.5	-3	-4	-5	2	9
Cn1c(=O)c2c(nc(NCCCN3CCOCC3)n2Cc2cccc(Cl)c2)n(C)c1=O	3	-4	6	6.1	1	0	5	0	-7

Single values from the entries so far.
O=C(Nc1nc(-c2cccnc2)cs1)c1ccc([N+](=O)[O-])cc1 in VLA-4 inh = -1
CC(C)(C)[C@@H]1C=C(C(=O)Nc2ccccc2)O[C@H](OCc2ccc(CO)cc2)C1 in proCasp7 act = 5

(continued)
SMILES	GRK2 inh	proCasp7 act	PP1 counter	PP5 primary	VLA-4 inh	CTSL1 counter	core dimer inh	procasp3 activ	GASC-1 inh
CC(C)(C)n1nnnc1C(c1cccs1)N(Cc1ccccc1)Cc1cccnc1 (configuration not stated)	8	5	-3	4.0	9	1	4	7	-1
CCCN(CCC)S(=O)(=O)c1ccc(NS(=O)(=O)c2ccc(F)cc2)cc1	1	12	3	2.1	nt	0	-1	-3	-4
CC1(C)CC(NC(=O)c2ccc(Br)o2)CC(C)(C)N1	1	-4	-1	-0.6	-12	0	-14	6	-13
COC(=O)CSc1nc2sc3c(c2c(=O)n1-c1ccccc1)CCN(C)C3	2	4	2	1.2	2	0	26	-6	-3
Cc1c(C(=O)N2CCN(C)CC2)oc2ccc(Br)cc12	0	-3	-3	-1.5	5	-3	-19	2	-6
CSc1nnc(N2C(=O)C(O)=C(C(=O)c3ccc(C)o3)C2c2ccc(C)cc2)s1 (configuration not stated)	14	-49	30*	1.8	3	-5	-7	-11	0
CCOc1ccccc1CNS(=O)(=O)c1ccc2[nH]c(=O)sc2c1	1	2	2	2.8	12	-2	-9	-9	-3
Cc1c(Cl)cccc1NC(=S)N1CCN(S(=O)(=O)c2cccs2)CC1	1	-4	0	3.1	1	0	-4	-1	-3
CCOC(=O)CNC(=O)CSc1nccn1Cc1ccco1	1	7	-1	0.5	9	2	1	-2	-27
CCOC(=O)c1c(-c2ccc(C)cc2)csc1/N=C(\C)C1=C(O)c2ccccc2C1=O	0	-1	6	0.8	17	1	4	-3	?
CCn1cc(C(=O)N2CCOCC2)c(=O)c2cc(S(=O)(=O)N(C)C3CCCCC3)ccc21	1	-2	5	1.6	3	3	2	9	-11
Nc1nnn(CC(=O)N/N=C/c2cccc(Cl)c2)n1	1	6	2	1.2	17	-5	-2	3	-27
COC(=O)NC1(C(F)(F)F)NC(=O)N(C2CCCCC2)C1=O (configuration not stated)	0	-3	-1	-0.2	12	-1	1	-3	-2
Cc1ccc(N(C(=O)CNC(=O)c2ccco2)C(C(=O)NC2CCCCC2)c2ccncc2)c(C)c1 (configuration not stated)	0	4	0	0.1	2	-3	5	-3	-1
CCN(CC)C(=O)CCSc1nnc(-c2ccco2)o1	1	6	5	0.8	11	-2	-1	8	10
COCCSc1ccccc1C(=O)Nc1ccc2c(c1)OCCO2	2	-10	-4	3.9	33	1	-7	3	1
Cc1nc(NC(=O)/C=C/c2ccccc2)sc1C(=O)N1CCCCC1	7	1	-3	0.3	14	-8	7	1	-4
CCc1cccc(CC)c1-n1c(-c2cccnc2)n[nH]c1=S	2	-2	2	1.4	1	-2	-1	0	17
COc1ccc(S(=O)(=O)N2CCC3(CC2)CC(=O)c2ccccc2O3)cc1	0	2	0	4.9	-38	2	0	-4	-12
CCOC(=O)c1cc(-c2ccc(C)cc2)n(CCC(=O)NCCN(C)C)c1C	1	-9	-2	1.8	-8	1	-7	-1	115
Cc1ccc2cc(CCNC(=O)c3ccc(S(=O)(=O)N4CCCCC4)cc3)c(=O)[nH]c2c1	1	-2	-2	1.4	-1	9	1	5	-29
CCN1CCN(CC#CCOc2ccccc2OC)CC1	4	-5	1	-1.1	4	2	-10	2	-1
CCOC(=O)C1CCN(Cc2nnc(-c3ccccc3C)o2)CC1	0	4	3	0.4	-7	5	-17	0	11
NS(=O)(=O)c1cccc(NC(=O)COC(=O)c2cc(-c3ccc(Cl)cc3)nc3ccccc23)c1	0	8	-2	5.4	-5	-10	27	4	-1
O=S(=O)(Nc1ccc(-n2cnnn2)cc1)c1ccc(Cl)s1	0	13	nt	nt	6	nt	nt	4	nt
CCCCC(CCC(=O)Nc1ccc(C(=O)OC)cc1)C(=O)O (configuration not stated)	0	8	-5	1.0	19	1	-3	3	-10
Cc1ccc(NC(=O)C(C)N2CCN(C)CC2)cc1S(=O)(=O)N1CCOCC1 (configuration not stated)	0	11	-5	-2.0	4	nt	nt	9	0
CCc1cccc(NC(=O)Cn2c(=O)c3cccn3c3ccccc32)c1	0	-4	5	1.7	7	1	3	-3	-1

Structures above containing an aryl methoxy group:
SMILES	GRK2 inh	proCasp7 act	PP1 counter	PP5 primary	VLA-4 inh	CTSL1 counter	core dimer inh	procasp3 activ	GASC-1 inh
COc1ccc(CC(=O)N2CCN=C2SCc2cccc([N+](=O)[O-])c2)cc1	2	1	7	1.2	-1	3	1	0	9
CCOc1ccc(C(=O)N2CCc3cc(OC)c(OC)cc3C2)cc1OCC	8	1	6	0.1	28	-1	-4	11	-7
COc1cccc(NC(=O)c2ccc(S(=O)(=O)N3CCCCC3)cc2)c1	1	4	0	1.6	11	2	-2	1	-8
COc1ccc(NC(=O)CCN2CCN(S(=O)(=O)c3cc(Cl)ccc3OC)CC2)cc1	1	4	-2	0.8	4	2	-4	2	-8
CCN(CC)S(=O)(=O)c1ccc2oc(Nc3ccc(OC)cc3OC)nc2c1	1	8	-2	3.3	12	-3	1	-11	-3
CCN(CC)c1ccc(NC(=O)COc2ccc(C#N)cc2)cc1S(=O)(=O)Nc1ccc(OC)cc1	2	-13	6	-1.9	2	-9	15	-3	-6
COc1ccccc1NC(=O)CCn1c(=O)sc2ccccc21	4	-4	-1	1.6	-13	2	2	6	1
CCOc1ccc(NC(=O)CCN2CCN(S(=O)(=O)c3cc(Cl)ccc3OC)CC2)cc1	0	11	-3	1.5	-3	-4	-5	2	9
COc1ccc(S(=O)(=O)N2CCC3(CC2)CC(=O)c2ccccc2O3)cc1	0	2	0	4.9	-38	2	0	-4	-12
CCN1CCN(CC#CCOc2ccccc2OC)CC1	4	-5	1	-1.1	4	2	-10	2	-1
